Assay outcomes from PubChem.
Yfh1-depleted yeast: enhancers of respiration in Yfh1-depleted yeast, dose response, Friedreich's ataxia, plus single-dose screen (AID 1465); S. cerevisiae Yfh1-off respiration, WST-1 reduction, 72 h; higher fold induction means a stronger effect; one-dose fold induction at 50 µM; EC50 in µM for titrated hits; hit rate 0.074% among 220,000;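 active = fold induction of absorbance versus untreated yeast above a set limit, then at least 30% activation at any dose in follow-up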;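 note: activators that raise dye reduction in frataxin-depleted yeast; strong numbers were not always called active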
b-catenin transl: alters nuclear translocation of beta-catenin in HeLa cells. hit rate 0.3% among 190,000. immunofluorescence imaging. nuclear translocation activity, % at 5 µM;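 active = nuclear translocation activity above 50% at 5 µM, with a well cell count of 50 or more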;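 note: per-cell ratio of nuclear to cytoplasmic median beta-catenin stain intensity; plate controls were DMSO negative control for no effect and GSK-3 inhibitor IX positive control for full effect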
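Read-out: Nuclear/cytoplasmic beta-catenin signal ratio, % activation | Assay system: Human HeLa cell line | Times: 24 h compound exposure at 37°C, 5% CO2 | Signal: Fluorescence imaging of beta-catenin antibody stain plus DAPI | Dosing: 5 µM primary, 0.02–20 µM confirmation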
Insulin prom up: MIN6 insulin promoter up-regulation; MIN6 insulin promoter-GFP reporter, high-content imaging; active compounds read high; z-score at 5 µM; hit rate 0.3% among 190,000; AID 1625;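 active = z-score above 3 at 5 µM with at least 500 cells counted in the well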
NOD2 inhibition: NOD2 signaling inhibitors, cell-based, luminescence, uHTS, HEK293 (AID 1566) | HEK293 NOD2/NF-kB luciferase reporter, luminescence; higher % means a stronger effect | one-dose inhibition, % at 4 µM; EC50 in µM for titrated hits | hit rate 0.63% among 290,000; in the data active = inhibition above about 50%; note: many of its hits are not listed in these tables
Dynein cargo inh: dynein cargo transport inhibition; 3617.4 mouse cells, GR-EGFP nuclear translocation imaging; test concentration mostly 20 µM; stimulated with dexamethasone, 1 µM; active compounds read low; z-score, hits read low; hit rate 0.47% among 220,000; AID 1381;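 active = plate z-score of nuclear minus cytoplasmic receptor signal below a set negative limit, without overly bright fluorescence or cell loss, cut at about -3.5 in these data, passing the limit was not always enough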;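 note: z-score of nuclear minus cytoplasmic ring GR-EGFP intensity difference per well; some compounds called inactive have numbers as strong as hits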
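Buffer or medium: tet-free, stripped-serum medium; reagent: dexamethasone at 1.0 µM final, 30 min; incubation: 48 h induction, 1 h compound, 30 min dex at 37 °C; measured by: formaldehyde fixation, Hoechst nuclear stain, 10x automated fluorescence imaging; read-out: nuclear-to-cytoplasmic GR-EGFP distribution per well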
Autophagy mod: autophagy modulation, high-content screen | AID 463193 | calls only at 10 µM (by protocol) | MEF GFP-LC3 puncta imaging; test concentration mostly 10 µM | hit rate 0.98% among 190,000;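 active = percentage of spot-positive cells more than 3 SD above its plate mean, without a fluorescence outlier flag or 80% toxicity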;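 note: spot-positive cell cutoff set from DMSO-treated cells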
MT stabilize HCS: stabilizes microtubules in HeLa cells; % tubulin-high responders, % at 10 µM; HeLa tubulin immunostaining HCS, 24 h; share of cells brighter than vehicle mean+2SD; hit rate 0.83% among 200,000;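 active = plate Z-score above 3 for both tubulin-high and condensed-nucleus cell shares, with cell loss under 80%, at 10 µM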;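 note: anti alpha tubulin signal scored within the nucleus-defined area of each cell; some results filed as inactive read as strong as hits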
M17LAP inhibition: P. falciparum M17LAP inhibitors, primary screen, biochemical, fluorogenic H-Leu-NHMec substrate, 1536-well (AID 1619) | hit rate 0.38% among 220,000 | inhibition, % at 30 µM, or IC50 in µM where a hit was titrated | recombinant M17LAP, H-Leu-NHMec fluorogenic kinetic assay; higher % means a stronger effect;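 active = compound inhibiting the enzyme by more than half at any dose during confirmatory dose-response retesting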;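 note: plate controls were full reaction with DMSO carrier for no effect and no enzyme background for full effect; strong numbers were not always called active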
NOD1 inhibition: inhibition of NOD1-driven NF-kB reporter – cell-based, luminescence, uHTS, primary screen (AID 1578) | NOD1-driven NF-kB luciferase reporter cells, luminescence; higher % means a stronger effect | one-dose inhibition, % at 4 µM; EC50 in µM for titrated hits | hit rate 1% among 290,000; in the data active = inhibition mostly above about 36%, no sharp cut-off; inactive = mostly below about 34%;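 note: HEK-293T reporter cells stimulated with the NOD1 agonist gamma-tri-DAP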
Dynein cargo inh cytoplasmic EGFP: also measured in Dynein cargo inh; calls as there; z-score; measured here: cytoplasmic GR-EGFP intensity; active compounds read high
Dynein cargo inh nuclear GR-EGFP: second read-out of Dynein cargo inh, no call of its own (marks repeat the call); z-score; measured here: nuclear GR-EGFP intensity;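 lower value marks the stronger effect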
Dynein cargo inh cell count: further read-out of Dynein cargo inh, marked with its call; z-score; measured here: cell count per field
Insulin prom up cell count: second read-out of Insulin prom up, no call of its own (marks repeat the call); cell count; measured here: cytotoxicity, nuclei count;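 total cells summed across four imaged fields per well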
b-catenin transl cell count 5 µM: second read-out of b-catenin transl, no call of its own (marks repeat the call); cell count; measured here: cell count, cytotoxicity flag
MT stabilize HCS Hoechst-high %: recorded beside MT stabilize HCS, whose call it bears; % Hoechst-high responders; measured here: nuclear condensation Hoechst responders;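 share of cells brighter than vehicle mean plus two SD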
MT stabilize HCS cytotoxicity %: second read-out of MT stabilize HCS, no call of its own (marks repeat the call); toxicity, %; measured here: cytotoxicity by cell density;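 0% = mean cell density of plate MIN control wells and 100% = no cells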
Autophagy mod cell loss 18 h: also measured in Autophagy mod; calls as there; toxicity, %; measured here: cell loss, nuclei count;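 cell loss after 18 h compound exposure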
An asterisk follows results filed as active; i = inactive; . = no result given. Some of the compounds tested; rates above refer to the full screens.

Every second line gives: Yfh1-depleted yeast, b-catenin transl, b-catenin transl cell count 5 µM, Insulin prom up, Insulin prom up cell count, NOD2 inhibition, Dynein cargo inh, Dynein cargo inh cytoplasmic EGFP, Dynein cargo inh nuclear GR-EGFP, Dynein cargo inh cell count, Autophagy mod, Autophagy mod cell loss 18 h, MT stabilize HCS, MT stabilize HCS Hoechst-high %, MT stabilize HCS cytotoxicity %, M17LAP inhibition, NOD1 inhibition
COc1ccc(S(=O)(=O)N2CCCCCC2)cc1C(=O)OCC(=O)Nc1cc(C)on1
    i, -2.2, 979, -0.17, 1584, 20%, -0.51, -0.38, -0.66, 0.44, i, 5, 2.7, 2.7, 1.5, -4%, -22%
c1cnc(NC2CCCCCC2)nc1
    i, -0.5, 1397, -0.62, 1520, 4%, 0.4, -0.2, -0.42, 0.23, i, -1, 3.5, 2.4, 1.6, 11%, -25%
C=CCc1cccc2cc(C(=O)N3CCN(c4ccccn4)CC3)c(=O)oc12
    i, -2.8, 1153, -0.47, 1098, -4%, -0.89, -0.26, -0.51, 1.5, i, 7, 2.6, 0.9, 5.4, 7%, -17%
CC1=Nc2ccccc2N=C(NC(=O)/C=C/C(=O)O)C1c1ccccc1 (stereo not given)
    i, -0.1, 1242, 0.23, 1108, -3%, -0.39, -0.25, -0.29, -0.1, ., ., ., ., ., 7%, -6%
O=C(CS(=O)(=O)c1ccc(Cl)cc1)NCCS(=O)(=O)c1ccc(Cl)cc1
    i, 3.4, 1096, -0.53, 960, 11%, 0.8, -0.15, 0.65, -1.3, i, 16, 2.2, 2.7, 3.4, -21%, -24%
CN1c2ccccc2-c2nc3ccccc3n2C1c1ccco1 (stereo not given)
    i, 0.2, 1406, -2, 1259, -8%, 0.0095, 0.13, 0.35, -0.39, i, 5, 2.7, 4.5, 7.8, -67%, -17%
CC(=O)CCS(=O)(=O)c1ccc(Oc2ccc(S(=O)(=O)CCC(C)=O)cc2)cc1
    i, 1.5, 1192, ., ., 11%, -2.8, 0.88, -1.3, 0.84, i, -5, 2.9, 3.0, 4.2, -5%, -12%
NNC(=O)CNS(=O)(=O)c1ccc([N+](=O)[O-])cc1
    i, -2.0, 1030, 1.9, 1182, 20%, 2.4, -0.34, 0.23, -0.43, i, -5, 3.5, 1.1, 4.9, 28%, -6%
COc1ccc(CCNCC(O)Cn2ccc3ccccc32)cc1OC (stereo not given)
    i, -4.0, 1185, 0.16, 1391, 18%, -0.89, -0.23, -0.48, 0.55, ., ., ., ., ., 6%, -6%
Cc1ccc(S(=O)(=O)Nc2cccc3c2CCCC3)cc1
    i, -2.4, 1168, -0.07, 1550, 3%, -0.72, -0.17, -0.12, -1, i, 2, 1.5, 1.5, 3.1, 0%, -8%
Cc1ccc(-c2ccccc2)n1-c1cccc(C(=O)O)c1
    i, 3.4, 1193, -0.3, 1378, 14%, 0.56, -0.25, 0.17, 0.48, ., ., ., ., ., 1%, 4%
CC1CCCCC1n1c(-c2cccnc2)n[nH]c1=S (stereo not given)
    i, 1.8, 1107, -0.4, 1327, 16%, -0.55, -0.32, 0.0075, 0.87, i, 3, 2.2, 3.7, 9.9, 12%, -32%
CCOC(=O)C1(CC2CCCCO2)CCN(Cc2nccn2-c2ccc(OC)cc2)CC1 (stereo not given)
    i, -1.1, 973, -0.12, 1464, 14%, 0.94, -0.24, 0.4, -0.85, i, 5, 3.5, 2.4, 3.7, 7%, -26%
O=C(CS(=O)(=O)c1cccc(Cl)c1)Nc1ccccc1Cl
    i, -1.1, 1286, 0, 1474, 5%, 0.46, -0.23, -0.19, -0.19, i, -6, 2.1, 1.9, 7.6, -2%, -13%
CCN1/C(=C/C(C)=O)Sc2ccc(OC)cc21
    i, 6.3, 1266, 2.8, 1347, 3%, -0.94, -0.21, -0.3, 0.99, i, 5, 13, 2.0, 19, 34%, 53%*
CCCOc1ccc(C2NC(=S)NC(C)=C2C(=O)c2ccccc2)cc1OC (stereo not given)
    i, -1.5, 1098, 1, 1418, 10%, -0.08, -0.28, -0.032, 0.22, i, -9, 2.9, 1.5, 11, 7%, -8%
COc1cnc(-c2ccccn2)nc1NC(C)C
    i, 4.0, 860, -4.7, 599, -107%, -0.86, -0.14, -0.59, -0.036, i, 24, 7.5, 8.3, 30, 7%, -28%
CCOC(=O)C1CCN(C(=O)Cc2ccccc2OC)CC1
    i, -1.4, 1022, -1.2, 1238, 4%, 0.83, 0.076, 0.32, -0.61, i, -6, 5.2, 1.8, 12, -4%, -18%
COc1ccc(OC)c(/C=N/NC(=O)c2ccc(N(C)S(=O)(=O)c3ccccc3)cc2)c1
    i, -0.1, 1126, -0.86, 1213, -4%, -0.28, -0.19, -0.092, 0.21, i, -7, 4.9, 3.1, 6.2, -11%, 5%
COc1cccc(-c2nnc(SCC(=O)OC(C)C)n2N)c1
    i, 2.3, 948, 0.09, 1217, -2%, -0.3, -0.22, -0.025, 0.31, i, -1, 1.9, 2.5, 12, -1%, -1%
COCCNS(=O)(=O)c1ccc2c(c1)C(=NO)c1cc(S(=O)(=O)NCCOC)ccc1-2
    i, 0.6, 1276, -0.66, 1039, 27%, -0.73, -0.28, 0.068, -0.0057, ., ., ., ., ., 2%, 2%
CCN(CC)CCSc1nc(O)c(Cc2ccccc2)c(=O)n1-c1ccccc1
    i, -2.3, 1049, 1.2, 1254, -3%, -0.18, -0.09, -0.097, 0.76, i, 4, 1.7, 1.9, 4.6, -6%, -35%
O=C(Cc1ccc(F)cc1)NC1CCCC1
    i, -12, 1038, ., ., 13%, 0.24, -0.27, 0.17, 0.23, i, 4, 1.1, 1.6, 12, 1%, 1%
CC(=O)C1=C(O)C(=O)N(c2ccc(S(N)(=O)=O)cc2)C1c1ccc([N+](=O)[O-])cc1 (stereo not given)
    i, -0.4, 1339, -0.1, 1594, 7%, 2.6, -0.058, 1.6, -1.2, i, -2, 1.7, 1.1, 4.1, 23%, 1%
Cc1cccc2cc(CN(CCN(C)C)C(=S)NCc3ccco3)c(=O)[nH]c12
    i, -1.0, 1148, 0.16, 1526, 15%, 2.2, -0.16, 0.91, -0.65, i, 20, 1.9, 2.6, 8.7, 9%, -14%
O=S(=O)(NCc1cccnc1)c1cccc2cccnc12
    i, -1.2, 930, 0.77, 1182, -5%, -0.12, -0.25, 0.3, 0.96, i, -2, 2.8, 2.2, 19, -10%, -20%
COCCCNC(=S)NNC(=O)c1ccc(C(C)(C)C)cc1
    i, -3.6, 1218, 0.85, 1380, 2%, 0.53, -0.25, -0.079, 0.19, ., ., ., ., ., 0%, -8%
CC(=O)Nc1cccc(-c2cn3ccc(C)cc3n2)c1
    i, -1.2, 1054, ., ., -92%, -1.9, -0.27, -1.1, 3.3, i, -4, 1.6, 2.4, 7.5, 6%, -64%
CN1CCN(c2ccc(C(CC(N)=O)NC(=O)Cc3ccc(Br)cc3)cc2[N+](=O)[O-])CC1 (stereo not given)
    i, -1.0, 1402, 0.76, 754, 1%, -0.34, -0.79, -0.078, 0.42, ., ., ., ., ., 5%, 12%
Cc1cc(N2CCN(C(=O)c3ccco3)CC2)n2nc(C)c(-c3ccccc3)c2n1
    i, -5.3, 1087, 2.4, 1248, 2%, -1, -0.28, -0.58, 1.1, i, -4, 2.1, 1.5, 7.8, -8%, 23%
COc1ccc(C(=O)C[n+]2ccc(N)c(C)c2C)cc1
    i, 0.0, 861, -0.76, 1296, -16%, 2.4, -0.23, 1.5, -1, i, 7, 4.1, 1.6, 7.6, -4%, 59%*
CC(=O)Oc1ccc(-c2csc(Nc3ccc(S(N)(=O)=O)cc3)n2)cc1
    i, -0.7, 1553, 0.53, 1510, 14%, 1.6, 0.01, 1.5, -2.3, i, 2, 2.5, 2.0, 1.2, 3%, -40%
O=S(=O)([O-])CCC[N+]1(CC#Cc2ccccc2)CCCCC1
    i, -2.0, 699, ., ., 13%, -0.017, 0.24, -0.23, -0.23, i, 35, 1.7, 1.8, 7.8, 3%, -18%
CC(=O)c1cc(-c2ccccc2)n(CC(=O)NC2CCCC2)c1C
    i, -2.0, 1423, 1.4, 1501, -4%, -1.5, -0.22, -1.2, 0.88, i, 1, 2.9, 2.5, 12, -4%, 8%
